Source: PubChem (several laboratories)
PPARg SRC-1 ag = PPARgamma agonists recruiting SRC-1 coactivator, primary screen, biochemical | actives 0.41% (n = 200,000) | PPARgamma-SRC-1 coactivator recruitment biochemical assay | Peroxisome proliferator-activated receptor gamma (Homo sapiens), P37231 | activation, % at 8 µM; in the data active = activation above about 19%;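 note: 0% = DMSO and 100% = reference agonist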
Target sequence (P37231 whole entry, looked up): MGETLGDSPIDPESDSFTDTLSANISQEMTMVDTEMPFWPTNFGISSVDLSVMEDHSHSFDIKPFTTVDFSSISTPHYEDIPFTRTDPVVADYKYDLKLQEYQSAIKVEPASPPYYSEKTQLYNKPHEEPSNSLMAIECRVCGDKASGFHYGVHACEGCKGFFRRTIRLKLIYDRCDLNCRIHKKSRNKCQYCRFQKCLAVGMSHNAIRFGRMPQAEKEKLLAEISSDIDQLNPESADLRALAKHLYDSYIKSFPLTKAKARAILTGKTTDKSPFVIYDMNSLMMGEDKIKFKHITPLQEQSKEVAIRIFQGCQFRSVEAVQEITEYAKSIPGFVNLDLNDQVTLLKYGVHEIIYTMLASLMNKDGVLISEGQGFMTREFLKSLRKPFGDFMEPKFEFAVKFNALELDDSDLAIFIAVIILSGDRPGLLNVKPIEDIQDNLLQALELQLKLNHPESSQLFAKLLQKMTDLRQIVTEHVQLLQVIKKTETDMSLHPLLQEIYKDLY
SRC2 TRFRET art = TR-FRET signal artefacts, primary screen, artefact control for PPARgamma SRC-2 agonist project, biochemical; TR-FRET artefact counter-screen; stronger effect = higher value; TR-FRET ratio at 8 µM; actives 0.4% (n = 200,000); in the data active = TR-FRET ratio above about 2000; note: inactives centre near 1500
PPARg SRC2 recr = agonists of PPARg-SRC-2 recruitment, primary screen, biochemical, HTS; Peroxisome proliferator-activated receptor gamma (Homo sapiens), P37231; PPARgamma LBD-SRC-2 recruitment; activation, % at 8 µM; actives 0.34% (n = 200,000); AID 1032, 2008; in the data active = activation above about 22%;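 note: 0% = vehicle and 100% = reference agonist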
Lmaj promast = Leishmania major promastigote growth inhibition, primary screen; inhibition, % at 10 µM; actives 9% (n = 200,000); Leishmania major promastigotes, resazurin fluorescence viability; in the data active = inhibition above about 50%;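 note: promastigotes grown with compound for 44 hours at 28 °C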
bIAP inhibitor = bovine intestinal alkaline phosphatase inhibitors, primary screen, selectivity assay for TNAP inhibitor project, biochemical, bovine IAP, CDP-star luminescence. alkaline phosphatase, intestinal [Bos taurus]. purified bovine IAP, 30 min. inhibition, % at 20 µM. 190,000 tested, under 10 active. AID 1019, 2008;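 active = over 50% inhibition of intestinal alkaline phosphatase at 20 µM in the single-dose screen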
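Incubation: 30 min reaction at room temperature / Material: purified bovine intestinal alkaline phosphatase (IAP) enzyme / Input: enzyme at 1/65,000,000 dilution / Dosing: 20 µM single dose / Signal: CDP-star luminescence signal / Reagent: CDP-star chemiluminescent phosphatase substrate, 30 µM final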
ROMK primary = ROMK potassium channel modulators, primary screen, cell-based, thallium flux, MLSMR library; Tet-inducible ROMK, thallium flux fluorescence; actives lie on both sides; B-score at 10 µM; actives 2% (n = 130,000); AID 1918, 2009;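 active = signal ratio slope over the read window, or its plate-corrected B-score, at least 3 SD from the plate mean, either direction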;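 note: B-score of the F/F0 ratio slope over 7 to 12 s after thallium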
Target sequence (P48048 whole entry, looked up): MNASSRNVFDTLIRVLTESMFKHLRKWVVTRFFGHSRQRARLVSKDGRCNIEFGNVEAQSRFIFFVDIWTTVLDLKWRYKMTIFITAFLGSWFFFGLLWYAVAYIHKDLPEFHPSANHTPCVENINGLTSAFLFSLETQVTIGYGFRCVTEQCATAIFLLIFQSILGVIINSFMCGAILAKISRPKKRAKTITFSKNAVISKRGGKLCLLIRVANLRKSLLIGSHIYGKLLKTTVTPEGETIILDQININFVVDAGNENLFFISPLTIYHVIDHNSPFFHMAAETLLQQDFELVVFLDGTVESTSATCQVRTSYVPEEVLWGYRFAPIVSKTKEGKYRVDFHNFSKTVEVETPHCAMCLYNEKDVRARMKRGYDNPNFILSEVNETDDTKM
HMGR II inh = inhibitors of E. faecalis class II HMGR, primary screen, biochemical, Enterococcus faecalis. inhibition, % at 10 µM. purified E. faecalis HMGR, NADPH absorbance 340 nm kinetic. actives 0.41% (n = 190,000). HMG-CoA reductase (Enterococcus faecalis, mvaE);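 active = inhibition above a set limit, the median over all tested compounds plus 3 SD, cut at about 9.5% in these data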;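 note: enzyme runs in reverse so mevalonate oxidation gives rising NADPH absorbance; 0% = complete reaction with DMSO and 100% = background rate lacking mevalonate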
PPARg SRC3 recr = PPARgamma agonists recruiting SRC-3 coactivator, primary screen, biochemical; Peroxisome proliferator-activated receptor gamma (Homo sapiens), P37231; biochemical PPARgamma/SRC-3 coactivator recruitment assay; activation, % at 8 µM; actives 0.26% (n = 200,000); in the data active = activation above about 23%;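 note: 0% = DMSO and 100% = reference agonist; some compounds past the cut are filed as inactive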
Redox H2O2 prof = compounds producing H2O2 with reducing agent – biochemical, NIH compound library profiling, artefact control for MLSCN library redox annotation, primary screen; DTT-dependent redox cycling H2O2, phenol red/HRP absorbance; 100% = 100 µM peroxide control, 0% = buffer; activation, % at 10 µM; actives 0.03% (n = 200,000); AID 878, 2007;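 active = activation of at least 50% relative to the plate's high and low controls in the primary single-dose screen; inactive = activation below 50%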;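 note: compound incubated with DTT at 0.8 mM final as the reducing agent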
S1P3 antag = S1P3 receptor antagonists, primary screen, cell-based; CHO S1P3 NFAT-BLA reporter, FRET fluorescence, antagonist mode; inhibition, % at 4.98 µM; actives 0.27% (n = 170,000); AID 485, 2006;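 active = inhibition above the plate cutoff, the mean inhibition of test wells on that plate plus 3 SD, cut at about 28% in these data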;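 note: cells challenged with S1P at its EC80 of 0.8 µM; blue over green emission ratio from cleaved BLA substrate after 4 h stimulation; 0% = S1P-stimulated wells and 100% = unstimulated DMSO-only wells; some compounds past the cut are filed as inactive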
RAM network inh = inhibitors of the yeast RAM network, primary screen, dse1pr::URA3 reporter, 5-FOA selection; AID 868, 2007; actives 1.8% (n = 190,000); inhibition, % at 50 µM; S. cerevisiae dse1pr::URA3 reporter, 5-FOA growth OD615, 2 d; analog-sensitive cbk1-as2 kinase mutant strain;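 active = inhibition above a set limit, 3 SD over mean compound inhibition, cut at about 8.4% in these data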;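 note: 0% = DMSO-only wells with no growth and 100% = 10 µM 1-NA-PP1 full growth; inhibition rescues growth on 5-FOA so higher OD means more RAM inhibition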
Numbers without * were called inactive; . = not tested or not shown.

SMILES	PPARg SRC-1 ag	SRC2 TRFRET art	PPARg SRC2 recr	Lmaj promast	bIAP inhibitor	ROMK primary	HMGR II inh	PPARg SRC3 recr	Redox H2O2 prof	S1P3 antag	RAM network inh
COc1ccc(CCNC(=O)COC(=O)/C=C/c2cccs2)cc1	-4	1379	-8	-6	5	-0.025	-8	2	-1.1	1	0.5
CN1CC(=O)N(C)c2nc(Br)n(C)c2C1=O	2	1450	0	-3	-3	0.73	2	2	-1.3	-12	-0.7
CCn1cc(Br)c(C(=O)Nc2cccc(SC)c2)n1	2	1620	7	26	26	.	-4	5	0.9	30	-0.6
COc1ccc(CN=C2NN=C(c3ccccc3)CS2)cc1	8	1752	8	-2	-12	-0.46	-1	4	0.7	-6	0.9
O=C(NC(C(=O)N/N=C/c1c2ccccc2cc2ccccc12)c1n[nH]c(=O)c2ccccc12)c1ccccc1 (stereo not drawn)	6	1502	5	93*	-3	.	-5	1	-4.0	.	5.1
CN(C)/C=C/C(=C\C(=O)C(F)(F)F)Nc1ccc(C(F)(F)F)cc1	9	1504	-5	-8	3	0.51	3	3	0.3	45*	0.2
O=C1CC(c2ccco2)CC(O)=C1C=Nc1cc(Cl)ccc1Cl (stereo not drawn)	-2	1416	1	-1	-2	-0.0073	1	-2	0.2	-18	1.0
Cc1ccc(C(=O)Nc2ncnc3sc4c(c23)CCCCC4)cc1	8	1540	6	7	20	-0.45	-1	6	0.1	.	0.1
COc1ccc2[nH]cc(CCNC(=O)c3ccc([N+](=O)[O-])cc3)c2c1	3	1537	-5	3	17	-0.86	-3	4	-0.1	0	0.1
CCOC(=O)c1c(NC(=O)C2CCCO2)sc(C)c1C (stereo not drawn)	0	1343	-2	13	-4	.	-1	-2	-0.8	-3	-0.7
S=C(Nc1cccnc1)N1CCCCC1	1	1527	-1	-5	-4	-0.45	-8	7	0.0	-12	1.5
C/C(=N\Nc1nc2ccccc2[nH]1)c1ccc2c(c1)OCO2	7	1623	19	101*	-63	-0.071	-6	9	-4.1	-3	5.1
CC(C)Oc1ccc(C(CC(=O)NCc2ccco2)c2ccccc2)cc1 (stereo not drawn)	3	1670	9	67*	10	.	-8	7	0.1	.	4.2
O=C(/C=C/c1cn(-c2ccccc2)nc1-c1cccnc1)c1ccco1	9	1674	14	100*	-15	2.6	-6	0	-9.9	-3	-0.3
CCOc1ccc(C(=O)NC(=S)Nc2ccc(NC(=O)C(C)C)cc2)cc1[N+](=O)[O-]	-8	1508	-1	-7	23	1.1	3	-1	-0.5	6	0.9
CC(C)(C)n1nnnc1CN1C2CCC1CC(NC(=O)Nc1ccccc1)C2 (stereo not drawn)	3	1534	-3	-6	-121	-1.2	-4	-10	-1.3	15	3.2
O=C(O)c1cc(-c2ccccc2)n(-c2ccccc2C(=O)O)n1	-6	1362	-4	-2	6	.	9.6*	2	-0.4	-5	-0.9
COc1ccc(OC)c(NS(=O)(=O)c2ccc(SC)cc2)c1	0	1485	-6	5	10	.	-6	-1	3.1	-17	2.4
N#Cc1ccc(NC(=O)COC(=O)CCc2ccc(S(=O)(=O)N3CCCCC3)cc2)cc1	-3	1653	3	-8	12	0.45	2	1	0.6	-4	6.4
CCOc1cc(/C=N/NC(N)=O)ccc1OC(=O)c1ccc(C)cc1	-4	1479	-7	-3	9	0.22	-6	-18	-0.8	.	6.1
CCOC(=O)c1[nH]c(=O)[nH]c1CSc1nc(C)cc(C)n1	-11	1497	1	-3	-27	-0.19	-2	-8	-0.1	-26	0.0
O=c1oc2ccccc2c(Nc2ccc(O)cc2)c1[N+](=O)[O-]	-2	1514	-1	6	8	.	4	-1	1.9	.	2.9
Oc1ccc(O)c(Cc2nc3ccccc3[nH]2)c1	5	1572	4	-8	-17	0.06	-5	5	-0.4	5	0.6
CCOc1cc(/C=N/NC(=O)c2cccnc2)ccc1OC(=O)c1ccco1	5	1550	-2	1	-8	.	-3	1	-0.7	-12	0.1
Cc1ccc(S(=O)(=O)N/N=C\c2ccc(Cl)c([N+](=O)[O-])c2)cc1	-4	1334	-6	0	13	.	-2	-3	-0.6	.	1.9
COC(=O)c1c(C)[nH]c(C)c1-c1ccccc1Cl	-7	1514	-5	28	5	.	2	-5	0.1	0	0.1
COc1ccc(N2C(=O)CN(Cc3ccc(OC)c(OC)c3)C2=S)cc1	-3	1365	-8	26	-8	-0.091	-6	-3	-0.4	6	2.4
Cc1cccc(Nc2nnc(SCC3CCCCO3)s2)c1C (stereo not drawn)	-8	1441	5	2	18	.	-2	0	0.1	-3	-1.5
CCOc1ccc(N(C(C)C(=O)Nc2ccc(OC)cc2)S(C)(=O)=O)cc1 (stereo not drawn)	-2	1289	-3	-2	4	.	1	-6	2.5	18	0.9
CCCCc1ccc(Nc2nc(CCC)cc(=O)[nH]2)cc1	-1	1588	-8	9	7	.	2	-4	2.2	31	1.6
CCCn1c(SCC(=O)Nc2c(CC)cccc2CC)nnc1C(C)C	5	1698	-3	-5	2	0.39	-2	19	0.1	-34	-0.1
COCCNCC1C(Oc2ccc(Cl)cc2)C(=O)N1c1ccccc1C (stereo not drawn)	3	1634	6	-3	-20	-1.3	-5	-1	-0.3	12	1.7
CCCCCCCCCCCC(=O)N/N=C/c1ccco1	-3	1461	-2	-1	48	0.17	-3	-2	1.1	.	0.4
COc1cc2c(cc1OC)C(C(=O)O)C(c1cc(Br)c(O)c(OC)c1)N(C)C2=O (stereo not drawn)	2	1523	-5	-5	3	0.65	-1	-7	0.4	-16	1.1
COc1ccc(-c2nc(CSCC(=O)N3CCN(c4cccc(C)c4)C(C)C3)c(C)o2)cc1OC (stereo not drawn)	1	1612	2	12	-10	.	-2	6	1.8	10	1.7
CCOc1ccc(CN2CCN(c3cc(C)nc4c5c(C)cc(C)nc5nn34)CC2)cc1	-8	1388	-8	14	-23	-1.1	-8	2	2.2	-14	0.4
CCc1ccc(C2C3=C(CC(C)(C)CC3=O)Nc3c2c(=O)[nH]c2nc(C)nn32)cc1 (stereo not drawn)	1	1774	11	-7	-28	-0.058	4	11	0.6	-8	-0.1
COc1ccc(-c2cc(C(F)(F)F)nc(NCc3cccs3)n2)cc1	1	1676	7	0	3	0.42	-1	6	0.0	9	5.6
CCc1c(C)c2ccc(OCC(N)=O)cc2oc1=O	2	1522	11	0	12	.	-1	3	0.7	-11	1.1
Cc1nc2c(cnn2-c2ccccc2)c(=O)[nH]1	11	1614	-3	-7	-5	.	0	3	-0.9	6	-1.0
CCOC(=O)Cc1csc(NS(C)(=O)=O)n1	1	1667	9	-2	6	.	-4	8	1.2	.	0.7
NC(=O)c1cc2cc([N+](=O)[O-])ccc2oc1=O	3	1534	5	-2	10	0.02	-4	2	-2.2	-3	0.0
O=C(NCCO)C(=O)NCC1OCCCN1S(=O)(=O)c1cccs1 (stereo not drawn)	2	1484	-5	56*	3	1.6	1	0	0.0	-2	0.4
Nc1nonc1-c1noc(CCCN2C(=O)c3ccccc3C2=O)n1	4	1549	5	-8	0	0.38	-1	7	-1.3	14	4.7
CCC(C)C(NC(=O)OCc1ccccc1)C(=O)NC(Cc1ccc(O)cc1)C(=O)OC (stereo not drawn)	8	1751	-4	20	-8	-0.93	1	0	-0.6	-12	3.9
COc1ccc2nc3oc(C(=O)N4CCN(c5cccc(Cl)c5)CC4)cc3cc2c1	-1	1622	0	-4	-4	.	3	-3	0.7	4	2.1
Cc1ccc(S(=O)(=O)N(CCO)Cc2cc3ccc(C)c(C)c3[nH]c2=O)cc1	11	1537	-6	-2	-9	0.48	-7	10	-1.4	12	5.1
O=C(O)C(O)C(O)c1nc2ccccc2[nH]1 (stereo not drawn)	-6	1853	8	2	-10	0.067	-5	0	-0.3	-17	1.8
CC(C)c1ccc(NC(=O)NC2CCN(CC(=O)Nc3cccc4ccccc34)CC2)cc1	7	1577	3	58*	-83	-0.53	-3	8	-0.3	.	-0.1
COc1ccc(-c2nc(N3CCCC3)[nH]c(=O)c2C#N)cc1	3	1658	10	6	7	.	-2	5	0.5	.	4.8
O=C(COc1cccnc1[N+](=O)[O-])Nc1cccc(S(=O)(=O)N2CCCCC2)c1	6	1477	-7	1	42	.	2	-5	0.5	2	1.3
O=C(CCc1ccccc1)Nc1ccc(F)c([N+](=O)[O-])c1	1	1650	1	0	28	-1.2	5	4	-0.1	-12	2.2
COc1cc(-c2nc(-c3cccnc3)no2)cc(OC)c1OC	8	1444	0	0	3	-0.049	-5	2	-0.7	21	1.7
COC(=O)C1CCN(c2ccc([N+](=O)[O-])cc2[N+](=O)[O-])CC1	-3	1621	0	17	18	0.77	-7	-4	-1.1	-6	1.8
Cc1ccc(NC(=O)CSC2=NCCN2)cc1	-5	1545	-2	2	12	.	3	-2	0.3	-8	1.4
Cc1ccc2nc(-c3ccc(NC(=O)CNC4CC4)cc3)sc2c1	1	1622	-15	16	-2	-0.2	0	4	0.2	-10	-0.7
COc1ccc(Oc2coc3cc(OC(=O)c4cccs4)ccc3c2=O)cc1	8	1446	7	-8	8	.	-8	-5	0.4	.	1.4
O=C(CN1CCN(C2CCCCC2)CC1)Nc1ccccc1-c1ccccc1	-1	1465	1	59*	-23	.	-3	5	-0.5	.	0.9
COc1ccc(-c2cc(C(=O)OCC(=O)c3c(N)n(C)c(=O)n(C)c3=O)c3ccccc3n2)cc1	4	1486	-4	2	-10	0.09	-2	-2	0.0	-6	5.6
CC(Cc1ccsc1)NC(=O)CCc1nnc(COc2ccccc2)o1 (stereo not drawn)	0	1339	-4	-8	-7	-0.045	-4	4	-0.4	-8	-0.4
CCN1/C(=C/c2ccc3cc(C)ccc3[n+]2C)Sc2ccc3sccc3c21	96*	2435*	53*	101*	32	-1.3	-2	46*	-0.9	-1	3.8

2 of these compounds in another layout.
Fields – PPARg SRC-1 ag | SRC2 TRFRET art | PPARg SRC2 recr | Lmaj promast | bIAP inhibitor | ROMK primary | HMGR II inh | PPARg SRC3 recr | Redox H2O2 prof | S1P3 antag | RAM network inh
> Nc1nonc1-c1noc(CCCN2C(=O)c3ccccc3C2=O)n1
 : 4 | 1549 | 5 | -8 | 0 | 0.38 | -1 | 7 | -1.3 | 14 | 4.7
> CCC(C)C(NC(=O)OCc1ccccc1)C(=O)NC(Cc1ccc(O)cc1)C(=O)OC (stereo not drawn)
 : 8 | 1751 | -4 | 20 | -8 | -0.93 | 1 | 0 | -0.6 | -12 | 3.9
